MazF activator – activators of E. coli MazEF toxin-antitoxin RNase, primary screen, biochemical, fluorescence, uHTS; FAM/BHQ RNA-DNA oligo cleavage fluorescence, 5 h; activation, % at 20 µM; 350,000 compounds, 0.32% hits; AID 504720, 2011; in the data active = activation above about 50%
Target sequence (P0AE70 whole entry, looked up): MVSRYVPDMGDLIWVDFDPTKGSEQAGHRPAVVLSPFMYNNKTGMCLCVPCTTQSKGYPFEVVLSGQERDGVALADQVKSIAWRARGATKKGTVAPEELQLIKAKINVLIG
GDH-TPI counter – GDH-TPI coupling enzyme inhibitors, primary screen, artefact control for M. tuberculosis FBA inhibitor project, biochemical, absorbance, full deck; inhibition, % at 4.8 µM; GDH-TPI coupled enzyme counterscreen, NADH absorbance; 360,000 compounds, 1.2% hits; in the data active = inhibition above about 30%;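 note: 0% = DMSO wells and 100% = wells lacking the enzyme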
DUSP3 inh – VHR1 phosphatase inhibitors, primary screen, biochemical, absorbance, uHTS | Dual specificity protein phosphatase 3 (Homo sapiens), P51452 | recombinant VHR phosphatase, pNPP absorbance | inhibition, % at 13.3 µM | 290,000 compounds, 0.52% hits | AID 1654, 2009; in the data active = inhibition above about 50%; note: some compounds called inactive have numbers as strong as hits
Target sequence (P51452 whole entry, looked up): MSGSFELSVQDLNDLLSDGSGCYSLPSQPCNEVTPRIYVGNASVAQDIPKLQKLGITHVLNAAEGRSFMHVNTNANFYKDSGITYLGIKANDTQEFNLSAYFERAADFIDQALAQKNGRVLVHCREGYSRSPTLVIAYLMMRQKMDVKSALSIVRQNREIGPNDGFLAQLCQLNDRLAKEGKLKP
UGM FP inh – M. tuberculosis UGM enzyme inhibitors, primary screen, biochemical, fluorescence polarization, single point; purified UGM, fluorescence polarization probe displacement; inhibition, % at 10 µM; 320,000 compounds, 0.06% hits; in the data active = inhibition above about 10%, passing the limit was not always enough
Target sequence (P9WIQ1 whole entry, looked up): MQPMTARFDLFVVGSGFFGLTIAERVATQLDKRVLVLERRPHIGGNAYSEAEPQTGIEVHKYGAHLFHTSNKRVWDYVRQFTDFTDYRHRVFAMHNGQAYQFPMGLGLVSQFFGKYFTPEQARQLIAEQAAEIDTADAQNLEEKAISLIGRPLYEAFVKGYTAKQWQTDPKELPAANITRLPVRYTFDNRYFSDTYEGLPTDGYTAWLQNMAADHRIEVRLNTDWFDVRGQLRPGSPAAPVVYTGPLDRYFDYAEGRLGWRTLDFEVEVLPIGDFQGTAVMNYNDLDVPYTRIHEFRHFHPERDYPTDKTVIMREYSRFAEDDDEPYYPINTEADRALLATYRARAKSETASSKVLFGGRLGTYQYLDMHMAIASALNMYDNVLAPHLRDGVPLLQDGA
BioA inh – M. tuberculosis BioA enzyme inhibitors, primary screen, biochemical, plate reader, single point, HTS; inhibition, % at 9.99 µM; 7,8-diaminopelargonic acid synthase BioA (Mycobacterium tuberculosis); 360,000 compounds, 0.096% hits; purified M. tuberculosis BioA enzyme; in the data active = inhibition above about 40%
Rv3671c protease – Rv3671c serine protease inhibitors, primary screen, biochemical, fluorescence polarization, M. tuberculosis H37Rv; P9WHR9; inhibition, % at 5.96 µM; 320,000 compounds, 0.048% hits; AID 2606, 2010; in the data active = inhibition above about 38%;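 note: extracellular domain of Rv3671c used as enzyme; 0% = enzyme with DMSO and 100% = no enzyme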
SSB-PriA inh – inhibitors of Klebsiella pneumoniae PriA binding to SSB C-terminal tail, primary screen, biochemical, AlphaScreen; PriA–SSB C-terminal tail interaction (Klebsiella pneumoniae); AlphaScreen SSBct-PriA binding, biotinylated peptide; inhibition, % at 33 µM; 430,000 compounds, 0.6% hits; in the data active = inhibition mostly above about 37%, no sharp cut-off; inactive = mostly below about 20%;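 note: plate controls were negative control peptide for no effect and reference peptide for full effect; strong numbers were not always called active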
Vc quorum ag – inducers of Vibrio cholerae quorum light production without autoinducers, primary screen, BH1578 luxS cqsA deficient, single point. 350,000 compounds, 0.16% hits. V. cholerae BH1578 lux reporter, luminescence, 6 h. activation, % at 18.7 µM; in the data active = activation mostly above about 9.7%, no sharp cut-off; note: not every result past the cut was called active; inactives centre near 0; reference of the scale not given here
FBA Mtb inh – Mtb FBA enzyme inhibitors, primary screen, biochemical, fluorescence, strain H37Rv. Fructose-bisphosphate aldolase (Mycobacterium tuberculosis (strain ATCC 25618 / H37Rv)), …. purified M. tuberculosis FBA, fluorescence read-out. inhibition, % at 1 µM. 360,000 compounds, 2.3% hits. AID 588726, 2011; in the data active = inhibition above about 27%;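 note: 0% = vehicle and 100% = reference inhibitor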
Target sequence (P9WQA3 whole entry, looked up): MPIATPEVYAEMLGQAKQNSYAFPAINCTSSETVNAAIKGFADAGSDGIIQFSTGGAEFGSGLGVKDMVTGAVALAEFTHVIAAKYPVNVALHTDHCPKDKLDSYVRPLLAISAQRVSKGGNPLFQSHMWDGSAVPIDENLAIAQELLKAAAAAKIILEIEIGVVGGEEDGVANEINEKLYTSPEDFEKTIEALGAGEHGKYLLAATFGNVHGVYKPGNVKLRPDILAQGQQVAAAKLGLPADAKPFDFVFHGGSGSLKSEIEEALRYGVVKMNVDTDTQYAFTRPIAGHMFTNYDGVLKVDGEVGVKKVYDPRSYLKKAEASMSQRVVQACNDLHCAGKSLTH
SARS 3CLpro inh – SARS-CoV 3CLpro protease inhibitors, primary screen, biochemical, quenched FRET; recombinant SARS-CoV 3CLpro, quenched FRET peptide cleavage; inhibition, % at 6 µM; 290,000 compounds, 0.14% hits; Replicase polyprotein 1ab (Severe acute respiratory syndrome coronavirus), P0C6X7; in the data active = inhibition above about 12%
Active calls of the source: *; i = inactive; . = not tested or not shown; & = joins results of further samples. Not all compounds are listed; rates above refer to the full screens.

1	O=C(c1cccs1)N1CCN(c2ccc(F)cc2)CC1
2	CN(C1CCCCC1)S(=O)(=O)c1ccc(NC(=O)C2CCCCC2)cc1
3	N#Cc1c(-c2ccco2)cc(-c2ccc(F)cc2)nc1N
4	CCN(CC(=O)Nc1ccc(OC)cc1)C(=O)c1cccc(S(=O)(=O)N2CCN(c3ccccc3)CC2)c1
5	Cc1ccc(NC(=O)Cn2c(=O)oc3ccccc32)cc1Cl
6	COc1ccc(-n2cnnc2SC(C)C(=O)Nc2cccc([N+](=O)[O-])c2)cc1 (centres undefined)
7	FC(F)(F)c1cc(C(F)(F)F)c2ccc(N/N=C/c3ccccc3)nc2n1
8	COc1cccc(C(=O)Nc2cnc(NC(=O)c3ccco3)cc2C)c1

Screen / compound no.	1	2	3	4	5	6	7	8
MazF activator	2	1	14	-2	3	8	30	-1
GDH-TPI counter	0	12	16	15	-1	2	-3	1
DUSP3 inh	23	0	24	.	-13	36	6	13
UGM FP inh	2.0	1.5	-0.9	.	1.5	0.1	-2.9	-1.3
BioA inh	0.4	-1.5	-2.0	-1.3	-0.6	.	0.2	-1.7
Rv3671c protease	-2	-6	-11	.	-2	-5	4	4
SSB-PriA inh	-11&9&7	1	0	.	7	-6	.	-21
Vc quorum ag	-1.4	i	i	0.1	0.6	-0.3	-0.4	-5.0
FBA Mtb inh	2	-2	154*	2	-1	-3	1	0
SARS 3CLpro inh	-2	-3	-2	.	6	1	-7	0

Four entries picked at random from the list so far, as already listed:
5	Cc1ccc(NC(=O)Cn2c(=O)oc3ccccc32)cc1Cl
1	O=C(c1cccs1)N1CCN(c2ccc(F)cc2)CC1
2	CN(C1CCCCC1)S(=O)(=O)c1ccc(NC(=O)C2CCCCC2)cc1
8	COc1cccc(C(=O)Nc2cnc(NC(=O)c3ccco3)cc2C)c1

Screen / compound no.	5	1	2	8
MazF activator	3	2	1	-1
GDH-TPI counter	-1	0	12	1
DUSP3 inh	-13	23	0	13
UGM FP inh	1.5	2.0	1.5	-1.3
BioA inh	-0.6	0.4	-1.5	-1.7
Rv3671c protease	-2	-2	-6	4
SSB-PriA inh	7	-11&9&7	1	-21
Vc quorum ag	0.6	-1.4	i	-5.0
FBA Mtb inh	-1	2	-2	0
SARS 3CLpro inh	6	-2	-3	0

Remaining list, next part.
9	Clc1ccc(NCc2cccnc2)c(Cl)c1
10	Cc1sc2c(c1C)C(c1cccs1)=NCC(=O)N2CC(=O)NCc1cccs1
11	CCOCCCn1c(SCC(=O)Nc2ccc(OC)cc2)nc2ccccc2c1=O
12	COc1ccc(-c2cc(C(F)F)n3ncc(C(=O)NCC4CCCO4)c3n2)cc1 (centres undefined)
13	COc1ccc(CCC(=O)NC2CCCN(Cc3ccc(Cl)cc3)C2)cc1OC (centres undefined)
14	COc1cc(F)cc(-c2ccc3c(c2)c(C#Cc2ccsc2)c(-c2cc(OC)cc(OC)c2)n3C)c1
15	CCCCn1c(N)c(Sc2ccc([N+](=O)[O-])cc2)c(=O)[nH]c1=O
16	O=C(/C=C/c1ccco1)Nc1ccc(Oc2ccc(Cl)cc2)cc1

Screen / compound no.	9	10	11	12	13	14	15	16
MazF activator	6	-13	-16	4	-1	-25	-8	-2
GDH-TPI counter	10	6	9	26	6	31*	24	24
DUSP3 inh	22	2	28	-5	-6	.	2	38
UGM FP inh	0.9	-2.6	1.2	4.0	0.4	2.9	0.0	1.5
BioA inh	0.6	1.0	-1.4	-1.3	5.2	-3.4	.	-1.3
Rv3671c protease	4	-6	0	-2	0	-2	3	5
SSB-PriA inh	-11	8	-3	-6	-3	-40	4	5
Vc quorum ag	i	-7.1	-0.2	5.9	i	-0.4	-0.3	.
FBA Mtb inh	6	-2	-1	29*	6	14	0	-3
SARS 3CLpro inh	4	-1	1	-7	-2	.	3	-2

17	CCN(CC)S(=O)(=O)c1ccc(N2CCOCC2)c(NS(=O)(=O)c2ccc(OC)cc2)c1
18	CCOC(=O)c1c(C)c(C(=O)NCc2ccc3c(c2)OCO3)c(C)n1C
19	CCOC(=O)CSc1nc2c(sc(=S)n2CCc2ccccc2)c(=O)n1Cc1ccco1
20	Nc1cc(S(=O)(=O)c2ccc(N3CCCCC3)c(N)c2)ccc1N1CCCCC1
21	O=S(=O)(NCc1ccccn1)c1ccc2c(c1)OCCO2
22	O=C(NCCc1ccccc1)C1CCC(CNS(=O)(=O)c2ccccc2)CC1 (centres undefined)
23	O=C1CN(c2ccccc2)C(=S)N1c1ccccc1
24	NS(=O)(=O)c1ccc(NC(=O)COC(=O)CSCc2ccc(F)cc2)cc1

Screen / compound no.	17	18	19	20	21	22	23	24
MazF activator	-20	1	6	-5	6	1	9	-1
GDH-TPI counter	29	12	22	15	-4	4	6	10
DUSP3 inh	17	-3	8	.	-5	4	17	.
UGM FP inh	1.5	.	1.0	.	-1.6	1.7	0.6	2.3
BioA inh	-1.1	-2.0	-1.2	.	1.7	-0.8	-1.6	-1.2
Rv3671c protease	-1	2	-7	.	-1	5	-6	0
SSB-PriA inh	6	-13	-7	.	-5	4	-1	0
Vc quorum ag	i	i	-0.2	0.3	i	i	-1.6	i
FBA Mtb inh	6	1	1	5	-2	-2	-1	-2
SARS 3CLpro inh	0	0	2	.	4	5	-2	.

25	CCOC(=O)C(Cc1ccccc1)C(=O)Nc1ccc(N(CC)CC)cc1 (centres undefined)
26	CCOc1ccc(-c2csc(/C(C#N)=C\c3ccc(O)c([N+](=O)[O-])c3)n2)cc1
27	FC(F)(F)c1nnc2ccc(Sc3ccccn3)nn12
28	CC1CCc2nc(N)c(C#N)c(-c3cccn3C)c2C1 (centres undefined)
29	COc1ccc(/C=N\NC(=O)c2sc(N)nc2C)cc1OC
30	COc1ccc(N2CCN(C(=O)c3cc(=O)c4cc(C)c(C)cc4o3)CC2)cc1
31	COc1ccc(CN(C)C[C@H]2OCc3cnnn3CCCC(=O)N([C@H](C)CO)C[C@@H]2C)cc1
32	Cn1c(=O)c2cc(NC(=S)NCc3ccccc3F)ccc2n1Cc1ccc(F)cc1

Screen / compound no.	25	26	27	28	29	30	31	32
MazF activator	7	-14	0	2	-3	6	0	.
GDH-TPI counter	1	-1	3	11	40*	8	8	9
DUSP3 inh	28	8	28	15	9	13	.	.
UGM FP inh	-3.3	-2.4	-0.4	2.2	3.4	-1.6	.	.
BioA inh	.	-1.5	.	-1.0	-1.0	-1.1	-2.8&0.0	4.9
Rv3671c protease	8	7	-12	3	-5	-4	.	.
SSB-PriA inh	10	21	-1	-10	.	4	.	.
Vc quorum ag	-0.4	-0.2	-0.3	i	i	i	-0.4	i
FBA Mtb inh	2	-1	2	3	3	-2	-2	12
SARS 3CLpro inh	2	6	0	0	4	0	.	.

33	COc1ccc(CC(=O)Nc2cccc(S(=O)(=O)N3CCCC3)c2)cc1OC
34	NNC(=O)c1ccc(CSc2cccc3cccnc23)cc1
35	CC1=CC(c2ccc(Cl)cc2)n2nc(NS(=O)(=O)c3ccc(C)cc3)nc2N1 (centres undefined)
36	COc1cccc2cc(C(=O)NCc3ccc(C)cc3)c(=O)oc12
37	O=C1C2ON(c3ccccc3)C(c3cccnc3)C2C(=O)N1c1ccccc1 (centres undefined)
38	COc1ccc(C(=O)OCC(=O)NCC2CCCCC2)c(OC)c1
39	COc1ccccc1C(=O)COC(=O)c1ccc(-n2cnnn2)cc1
40	CCCOC(=O)Nc1sc2c(c1C(=O)OCC)CCC2

Screen / compound no.	33	34	35	36	37	38	39	40
MazF activator	1	2	2	3	-10	3	3	-3
GDH-TPI counter	-2	18	12	-5	-4	-7	-2	5
DUSP3 inh	.	30	15	.	6	.	.	-4
UGM FP inh	2.9	-1.4	-2.6	0.7	-0.2	.	-0.7	-1.6
BioA inh	-0.8	0.2	2.5	-0.4	-1.3	-0.7	-0.1	-0.9
Rv3671c protease	-3	-2	-7	-6	7	.	-1	3
SSB-PriA inh	-13	3	-20	-1	-24	-2	-11	-23
Vc quorum ag	i	-0.2	i	-0.6	i	-0.5	-0.9	-0.3
FBA Mtb inh	-4	15	80*	3	3	0	0	4
SARS 3CLpro inh	.	-1	0	-5	2	.	.	3

41	CCOC(=O)C1=C(C)NC(=S)NC1c1ccsc1 (centres undefined)
42	CC(OC(=O)CCc1nc(=O)c2ccccc2n1C)C(=O)NCc1ccc2c(c1)OCO2 (centres undefined)
43	CC(C)(C)c1cc(C(c2cccnc2)N2CCN(CCO)CC2)cc(C(C)(C)C)c1O (centres undefined)
44	CCC1CCCCN1C(=O)COC(=O)c1ccc(Br)o1 (centres undefined)
45	O=C1c2ccccc2C(=O)N1OCCOCCOCCON1C(=O)c2ccccc2C1=O
46	COc1cc(C(=O)N2CCN(S(=O)(=O)c3cccs3)CC2)cc(OC)c1C
47	CCOC(=O)c1cnc(-n2cc(C)cn2)nc1Nc1ccccc1OCC
48	COc1cccc(/C=C/C(=O)OCC(=O)N(C)CC(=O)Nc2ccccc2Cl)c1OC

Screen / compound no.	41	42	43	44	45	46	47	48
MazF activator	3	-25	2	4	1	-25	-4	-1
GDH-TPI counter	-1	1	23	-8	-9	-3	-10	-5
DUSP3 inh	19	26	29	.	18	10	19	.
UGM FP inh	1.2	-1.3	-2.5	-0.4	0.3	1.4	-3.2	-1.2
BioA inh	.	.	1.2	-0.3	.	.	-1.3	-0.2
Rv3671c protease	-6	6	12	2	2	4	-4	-4
SSB-PriA inh	-6	5	1	-17	-11	-6	-8	-11
Vc quorum ag	i	0.0	i	-0.2	1.6	0.3	-6.2	-2.1
FBA Mtb inh	-1	3	1	-2	4	0	4	-4
SARS 3CLpro inh	1	3	1	.	0	-2	-1	.

49	CCOC(=O)N1[C@@H]2C=C(C)[C@@H]2[C@@H]2[C@@H](C)C(=O)N21
50	CN(C)CCCOc1ccc(C(C)(C)c2ccccc2)cc1
51	CN1C(=O)/C(=C/c2cn(CC(=O)N3CCCCC3)c3ccccc23)c2ccccc21
52	Cc1ccc(C(=O)N/C(=C\c2ccc(F)cc2)C(=O)NCCCn2ccnc2)cc1
53	Cc1cccc(NC(=O)CSc2c3c(nc4ccccc24)CCC3)n1
54	COc1ccc(NC(=O)NCCc2cccc(Cl)c2)cc1OC
55	CCCCCCN1C=CC=C/C1=C/C=C(C#N)C#N
56	O=C(O)c1cc([N+](=O)[O-])ccc1Oc1ccccc1
57	Cc1occc1C(=O)Nc1nnc(-c2cccs2)s1
58	CCN1CCN(c2cc(C)c3cc(NC(=S)NCCCN4CCc5ccccc5C4)ccc3n2)CC1
59	Cc1cc(NS(=O)(=O)c2ccc(NC(=O)C(C)Oc3cccc(C)c3C)cc2)nc(C)n1 (centres undefined)

Screen / compound no.	49	50	51	52	53	54	55	56	57	58	59
MazF activator	3	9	.	8	0	-17	-24	-6	-3	22	0
GDH-TPI counter	-5	6	.	17	6	-1	15	9	10	10	-4
DUSP3 inh	-2	-2	15	-9	21	10	42	.	31	3	21
UGM FP inh	1.0	-0.7	3.7	0.5	-2.6	2.1	5.9	.	-0.3	-0.4	-3.4
BioA inh	-0.1	-0.6	.	-0.6	.	.	.	.	.	0.5	0.1
Rv3671c protease	-6	7	8	16	-7	3	6	.	-4	0	-4
SSB-PriA inh	1	10	.	6	-4	-3	2	-5	-20	17	-15
Vc quorum ag	-1.7	i	.	-0.3	i	-0.5	-0.2	-1.2	i	i	0.4
FBA Mtb inh	-5	0	.	1	-1	-1	-29	0	8	8	0
SARS 3CLpro inh	2	-2	5	-3	1	1	2	.	-1	-7	2

Screening data (PubChem BioAssay)
